Runt-SMMHC FRET: Runt domain-CBFb-SMMHC interaction inhibition. Q01196+Q13951. Cerulean-Runt/Venus-CBFb-SMMHC FRET ratio 530/480, 1 h. actives 0.74% (n = 220,000). inhibition, % at 20 µM. AID 1434;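 active means mean inhibition across duplicate retests at 20 µM reaching about 50%, limit read from the data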;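 further: 0% = DMSO wells and 100% = wells with excess untagged CBFb-SMMHC; inhibitors lower the FRET ratio by blocking Runt binding to CBFb-SMMHC; some results filed as inactive read as strong as hits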
Target sequence (Q01196 whole entry, looked up, the tested form may be a part): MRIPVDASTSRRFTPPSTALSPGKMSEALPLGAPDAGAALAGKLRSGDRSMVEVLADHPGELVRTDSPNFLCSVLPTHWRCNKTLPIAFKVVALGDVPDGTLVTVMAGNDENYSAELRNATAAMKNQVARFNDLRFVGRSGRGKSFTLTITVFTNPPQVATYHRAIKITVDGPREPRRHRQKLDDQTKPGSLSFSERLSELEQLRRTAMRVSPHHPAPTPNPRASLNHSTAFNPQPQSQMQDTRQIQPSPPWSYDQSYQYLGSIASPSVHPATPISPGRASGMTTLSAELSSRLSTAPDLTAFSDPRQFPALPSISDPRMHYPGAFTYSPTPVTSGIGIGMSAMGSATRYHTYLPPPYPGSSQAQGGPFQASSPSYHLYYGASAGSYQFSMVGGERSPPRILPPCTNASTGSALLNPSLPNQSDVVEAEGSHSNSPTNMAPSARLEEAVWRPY
Target sequence (Q13951 whole entry, looked up, the tested form may be a part): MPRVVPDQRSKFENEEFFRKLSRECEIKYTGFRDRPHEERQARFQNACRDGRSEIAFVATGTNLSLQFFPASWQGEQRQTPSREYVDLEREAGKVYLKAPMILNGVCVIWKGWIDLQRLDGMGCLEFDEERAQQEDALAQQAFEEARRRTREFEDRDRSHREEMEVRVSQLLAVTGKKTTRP
Runt-CBFb FRET: Runt domain-CBFb interaction inhibition. Q01196+Q13951. Cerulean-Runt/Venus-CBFb FRET ratio 530/480, 1 h. inhibition, % at 20 µM. actives 0.46% (n = 220,000). AID 1496;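 active means inhibition over about 50% at 20 µM in the single-dose screen, limit read from the data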;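 further: 0% = DMSO wells and 100% = excess unlabeled CBFb competitor control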
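Assay system: Cerulean-Runt domain fusion protein, energy donor; Signal: fluorescence energy transfer, 422 nm excitation, 530/480 nm emission; Timing: 1 h compound exposure, room temperature; Control set: unlabeled CBFb; Medium: Tris buffer pH 7.5 with salts and BSA; Compound: single test concentration of 20 µM, 1% DMSO final; Probe or stimulus: Venus-CBFb 100 nM.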
Tb hexokinase: T. brucei hexokinase 1 inhibition | recombinant TbHK1, G6PDH-coupled NADH A340 | inhibition, % at 10 µM | actives 0.11% (n = 220,000) | AID 1430;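 active means inhibition of 50% or more in the single-dose primary screen; inactive means inhibition below 50%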
RBBP9 inhibitor: human RBBP9 hydrolase inhibition; O75884; recombinant RBBP9, FP-Rh probe fluorescence polarization; inhibition, % at 7.94 µM; actives 0.2% (n = 220,000); AID 1515;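 active means inhibition above the campaign mean of all tested compounds plus 3 SD, cut at about 14% in these data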;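 further: plate controls were DMSO wells with RBBP9 for no effect and wells lacking RBBP9 protein for full effect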
Target sequence (O75884 whole entry, looked up): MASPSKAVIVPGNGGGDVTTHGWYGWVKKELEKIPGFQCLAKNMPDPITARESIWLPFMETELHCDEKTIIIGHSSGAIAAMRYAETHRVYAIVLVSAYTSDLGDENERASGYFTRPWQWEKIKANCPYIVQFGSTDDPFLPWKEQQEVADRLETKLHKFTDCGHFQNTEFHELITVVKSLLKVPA
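Measured by: FP readout at 525/598 nm; material: recombinant human RBBP9; also added: Serine-hydrolase probe FP-Rh, 375 nM pre-mixing; medium: Tris buffer pH 8.0, NaCl, Pluronic; replication: one well per compound; doses: one concentration, 7.94 µM nominal, 0.794% DMSO; timing: preincubation 30 min plus labeling 45 min at 25 °C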
p97 ATPase inh: inhibitors of human p97 ATPase | actives 0.42% (n = 220,000) | AID 1481 | recombinant p97 ATPase, Kinase-Glo ATP luminescence, 3 h | inhibition, % at 8 µM | P55072; in the data active means inhibition above about 15%;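 further: 0% = DMSO vehicle and 100% = wells lacking enzyme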
m-calpain inh: calpain II (pig) inhibition. purified calpain II, fluorogenic peptide substrate, 30 min. inhibition, % at 16 µM. actives 0.37% (n = 220,000). AID 1236;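 active means inhibition above about 50%, limit read from the data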
EBV gp42 inh: blocks Epstein-Barr virus glycoprotein 42 binding. Fluorescence polarization binding assay, mP read-out. AID 1085. inhibition, % (tested at 21.74 µM). Q1HVG2. actives 0.42% (n = 220,000); in the data active means inhibition above about 50%
Target sequence (Q1HVG2 whole entry, looked up): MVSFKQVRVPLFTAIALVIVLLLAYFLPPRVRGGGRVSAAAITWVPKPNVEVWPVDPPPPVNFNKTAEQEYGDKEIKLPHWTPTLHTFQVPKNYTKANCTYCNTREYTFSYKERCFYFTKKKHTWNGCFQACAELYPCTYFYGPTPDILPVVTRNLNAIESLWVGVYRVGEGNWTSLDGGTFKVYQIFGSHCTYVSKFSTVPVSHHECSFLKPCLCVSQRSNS
NCF1 inh: inhibitors of human p47phox binding; p47phox/p22phox peptide binding, fluorescence polarization, 2 h; actives 0.53% (n = 220,000); inhibition, % at 24.7 µM; P14598; AID 1274;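 active means inhibition above about 30%, limit read from the data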;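 further: 0% = p47phox with labelled peptide and 100% = labelled peptide alone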
Furin inhibitor: human furin inhibition; inhibition, % at 30 µM; actives 0.061% (n = 220,000); AID 463115; purified furin, fluorogenic substrate cleavage; P09958; in the data active means inhibition above about 25%; further: inactives centre near -15
The depositor's hits bear a star; i = inactive; . = no result given; & = joins results of further samples; [ ] = remark or other dose.

SMILES	Runt-SMMHC FRET	Runt-CBFb FRET	Tb hexokinase	RBBP9 inhibitor	p97 ATPase inh	m-calpain inh	EBV gp42 inh	NCF1 inh	Furin inhibitor
CCOC(=O)C(=O)NC(C)c1ccccc1 (stereo not given)	-8	0	5	-15	-1	18	0	2	-15
CC(=O)Nc1ccccc1-c1nc2ccccc2nc1OCC(=O)c1ccc(Cl)cc1	6	-1	-1	-8	5	-19	-6	-5	-13
C=CCNC(=O)C1CC2Cn3c(nc4cc5ccccc5cc43)C2N1C (stereo not given)	3	4	-6	.	.	5	-6	-6	-1
O=C(NC1CCCCC1)C(c1ccc(F)cc1)N(CCN1CCOCC1)C(=O)c1ccc(-c2ccccc2)[nH]1 (stereo not given)	.	.	-5	1	8	-25	-5	-9	-26
CCOC(=O)c1cnc(N2CCN(C(=O)OCC)CC2)[nH]c1=O	1	-1	-3	-4	0	4	-3	3	-18
Cc1cc(SCC(=O)Nc2cccc(S(=O)(=O)NC3=NCCCCC3)c2)c(C)cc1Br	-3	-1	5	-8	1	10	6	-11	-12
CCN(CC)c1ccc(CNc2nc3ccccc3n2CCN2CCCCC2)cc1	0	0	10	7	1	35	-12	2	-17
O=C(c1ccco1)N1N=C(c2cccs2)CC1c1ccc(F)cc1 (stereo not given)	-8	0	-28	-9	-4	8	-17	-6	-15[20 µM]
CC1C=CCC2C(=O)N(c3ccccc3OC(=O)c3cccs3)C(=O)C12 (stereo not given)	-1	0	2	-1	2	5	-14	-4	-22
CCN1CCN(S(=O)(=O)c2ccc3[nH]c(=O)oc3c2)CC1	1	3	-6	3	0	15	-12	-9	-13
O=C1CCC(C(=O)Nc2ccc(OC(F)F)cc2)N1 (stereo not given)	3	-1	2	2	6	-9	-14	-8	-10
N=C(N)N1CCc2ccccc2C1	1	-2	9	-7	-1	16	-14	3	-8
CCCn1c(SCC(=O)c2cc(OC)ccc2OC)nc2c1c(=O)n(C)c(=O)n2C	5	-1	-3	4	4	.	.	.	-16[20 µM]
CCCn1c(=O)c(C(=O)NCc2cccnc2)c(O)c2ccccc21	4	-10	2	-6	-6	18	1	-11	-11
O=C(CSc1nncs1)Nc1cc(-c2ccccc2)nn1-c1ccccc1	2	-3	31	-9	-1	-5	7	-1	-7
Cc1cc(Oc2ccc(=O)n(C)n2)nc(SCCOc2ccccc2)n1	-2	2	-12	-7	-8	-15	-12	-7	-12
COc1cc(OC)c(NC(=O)c2ccco2)cc1Cl	2	4	4	-11	7	-19	-22	-17	-39[20 µM]
O=C(Nc1ccc2nc(-c3ccco3)c(-c3ccco3)nc2c1)N1CCN(c2ccccn2)CC1	-93	-30	-3	0	11	-82	-3	5	0
O=C(CC(=O)NC1CCCCC1)N/N=C/c1ccc(Cl)cc1	0	.	-3	-6	2	-4	-5	-16	-19[20 µM]
Cc1cc(SCC(=O)c2ccc3c(c2)OCO3)nc2ccccc12	-3	2	-3	-1	-2	3	-32	-95	-21[20 µM]
CC(CCc1ccccc1)NC(=O)COc1cc(F)ccc1[N+](=O)[O-] (stereo not given)	0	-2	-6	6	-6	-1	0	-4	-17
O=C(NCc1ccco1)C(Cc1ccccc1)NS(=O)(=O)c1cccc2nsnc12 (stereo not given)	3	-1	-8	-3	1	11	-9	1	-28
COc1ccc(OCC(=O)Nc2ccc(C)cc2)cc1	1	0	0	0	2	-16	-10	-9	-18
COc1cccc(OC)c1OCCCN1CCOCC1	4	2	3	-6	0	16	-10	-9	-17
CCOC(=O)C1=C(C)N(c2ccc(C)cc2)C(=O)/C1=C\c1ccc(O)c(OC)c1	-13	57*	1	15*	10	8	-4	-13	-9
Additional entries follow:
SMILES	Runt-SMMHC FRET	Runt-CBFb FRET	Tb hexokinase	RBBP9 inhibitor	p97 ATPase inh	m-calpain inh	EBV gp42 inh	NCF1 inh	Furin inhibitor
COc1cccc(OC)c1/C(O)=C(\C#N)c1nc2ccccc2[nH]1	4	0	43	-18	10	17	-6	2	-13
O=C(Nc1sc2c(c1C(=O)O)CCCCC2)c1ccco1	-7	-1	-9	2	0	-4	-9	-12	3
COc1cccc(C(=O)NC2(C(F)(F)F)N=C3SCCN3C2=O)c1 (stereo not given)	1	0	-1	-1	-4	-3	-1	-2	-13
O=C(c1nn(Cc2ccccc2)c(=O)c2ccccc12)N1CCN(c2ccccn2)CC1	3	-3	5	-8	-3	-45	-5	-2	-12
Cc1oc(-c2cccs2)nc1CS(=O)CC(=O)NCCCN1CC(C)CC(C)C1 (stereo not given)	-2	1	2	-4	6	20	-8	-24	-10
CSc1sc(C(=O)NC(=O)NCc2cccnc2)c(C)c1-c1ccon1	3	0	-30	-10	5	13	-12	-8	-1
O=[N+]([O-])c1cc(S(=O)(=O)Nc2cccc(C(F)(F)F)c2)ccc1-n1nnc2ccccc21	0	-3	-8	1	0	-72	-1	2	-14[20 µM]
Cc1ccc(NC(=O)c2cc(N3C(=O)C4CC=CCC4C3=O)ccc2N2CCCCC2)cc1 (stereo not given)	3	-1	3	1	2	-76	1	-3	-30
CCC(C)n1c(=S)[nH]c2ccccc2c1=O (stereo not given)	-2	0	-2	5	3	15	-4	-5	-14
COc1ccc(NC(=S)NC(NC(=O)C(C)C)C(Cl)(Cl)Cl)c([N+](=O)[O-])c1 (stereo not given)	-4	-2	-1	-6	1	-3	-3	-6	-13[20 µM]
C=CCN(c1ccc(C(=O)Nc2ccc(C)cc2)cc1)S(C)(=O)=O	0	-1	-2	-1	-1	-18	-8	-11	-17
COc1ccc(NC(=O)C(Cc2ccccc2)n2cccc2)cc1OC (stereo not given)	0	-3	-6	6	2	-8	-18	-16	-26
Cc1ccc2[nH]c(C(=O)O)c(NC(=O)[C@@H]3C[C@@H]3c3ccccc3)c2c1	0	2	3	-4	-4	-12	9	113*	-17
O=C(Cn1ccc([N+](=O)[O-])n1)NCCc1c[nH]c2ccccc12	-2	0	-2	-14	-1	-26	-1	-5	-26
C/C=C(\C)C(=O)NCCN1C2=NC[C@H](Cc3ccccc3)N2C[C@H]1Cc1ccc(O)cc1	1	0	-5	4	4	-11	-14	-13	-19
Cc1cccc(C(=O)N=c2c(C#N)cc3c(=O)n4cccc(C)c4nc3n2Cc2ccco2)c1	.	95*	-8	-3	0	i	32	-23	-17[20 µM]
CC1=NN(c2ccccc2)C(=O)C1N=Nc1ccc(S(N)(=O)=O)cc1 (stereo not given)	-12	-1	-14	0	4	22	-8	7	-10
Cc1ccc(CNC(=O)CCc2ccc(S(=O)(=O)NCC(C)C)cc2)cc1	3	-3	2	-10	3	-6	-4	-10	-16
CCOC(=O)C1CCCCN1Cc1ccc(C(F)(F)F)cc1 (stereo not given)	2	2	-3	-7	-4	4	-16	-4	-18[20 µM]
CCc1ccc2nc(NC(=O)CCCc3cccs3)sc2c1	-4	1	-3	0	-1	-1	-24	-24	-20[20 µM]
COc1cc(/C=N/O)ccc1OCc1ccc(Cl)cc1	-8	0	0	2	2	9	-15	-1	-13
COc1ccc(CCN(C)C(=O)C2CCCN(Cc3ccc(OC)c(OC)c3)C2)cc1OC (stereo not given)	-13&3	0&1	-1&-5	-6&-10	5&6	-36&-12	-16&-10	-14&-4	-24&-18
Cc1ccc(Cn2ncc3c(N4CCN(CCc5ccccc5)CC4)ncnc32)cc1	-4	-6	-12	-7	-6	15	-6	-9	-5
CCCCOc1ccc(NC(=O)CN2CCN(C(=O)OCC)CC2)cc1	-4	-8	3	-7	1	-5	-14	2	-16[20 µM]
CCOC(=O)c1ccccc1NC(=O)CSc1nc(N)cc(N)n1	-3	0	7	-6	2	13	1	4	-28[20 µM]

Reprinted from the part before: 5 compounds; new compounds follow.
SMILES	Runt-SMMHC FRET	Runt-CBFb FRET	Tb hexokinase	RBBP9 inhibitor	p97 ATPase inh	m-calpain inh	EBV gp42 inh	NCF1 inh	Furin inhibitor
COc1cc(/C=N/O)ccc1OCc1ccc(Cl)cc1	-8	0	0	2	2	9	-15	-1	-13
COc1ccc(CCN(C)C(=O)C2CCCN(Cc3ccc(OC)c(OC)c3)C2)cc1OC (stereo not given)	-13&3	0&1	-1&-5	-6&-10	5&6	-36&-12	-16&-10	-14&-4	-24&-18
Cc1ccc(Cn2ncc3c(N4CCN(CCc5ccccc5)CC4)ncnc32)cc1	-4	-6	-12	-7	-6	15	-6	-9	-5
CCCCOc1ccc(NC(=O)CN2CCN(C(=O)OCC)CC2)cc1	-4	-8	3	-7	1	-5	-14	2	-16[20 µM]
CCOC(=O)c1ccccc1NC(=O)CSc1nc(N)cc(N)n1	-3	0	7	-6	2	13	1	4	-28[20 µM]
Cc1ccc(-c2nnn(CC(=O)N(CCN3CCOCC3)C(C(=O)NC(C)(C)C)c3ccco3)n2)cc1 (stereo not given)	-5	-2	-10	-11	0	-5	-19	-11	-26
CCN(CC)CCNC(=O)c1ccc(-n2c(C)cc3c2CCCC3=O)cc1	-2	1	-1	-6	1	-23	26	4	-24
O=C(Nc1ccccc1)c1cccnc1Nc1ccccc1	2	2	-8	-4	1	-18	1	-10	-21[20 µM]
COc1ccc(C2OC(=O)CC2C(=O)N2CCN(c3cc(Cl)ccc3C)CC2)cc1OC (stereo not given)	-3	-4	-19	-12	-9	1	4	-5	-24
Cc1ccc(NC(=O)CSc2nnc(CCCCCNC(=O)OC(C)(C)C)o2)c(C)c1	-2	-5	1	2	-4	19	-4	-13	7[20 µM]
CCc1cc2c(=O)n(C(C)C(=O)OC3CCCCC3)cnc2s1 (stereo not given)	1	0	2	4	-3	-19	-9	-16	-16[20 µM]
Cc1ccc(C(=O)Nc2nc(-c3ccc([N+](=O)[O-])cc3)cs2)o1	0	-1	-9	-9	6	-3	23	24	-34
O=C(COC(=O)CCc1ccccc1)Nc1ncc(Cl)cc1Cl	-8	3	1	-5	-1	17	-20	-11	-18[20 µM]
CC(=O)c1ccc(NC(=O)CSc2ccsc2[N+](=O)[O-])cc1	-13	-5	-2	-8	3	-53	51*	-15	-32
Cn1c(SCC(=O)c2ccc3c(c2)OCO3)nnc1C1COc2ccccc2O1 (stereo not given)	2	5	3	-2	0	3	-4	-25	-9
O=C(COc1cccc2ccccc12)N/N=C/C=C/c1ccccc1	1	4	-3	-8	-1	38	1	-12	-10
CCOC(=O)c1c(N2C(=O)C=CC2=O)sc(C)c1C	62*	47	-20	2	15*	-10	-27	-12	-13[20 µM]
COc1ccc(-c2cc(C(=O)Nc3nc4ccccc4s3)c3ccccc3n2)cc1OC	-12	-7	-5	-42	1	-41	9	-27	3
CC1=C(C(=O)Nc2ccccc2F)C(c2cccs2)NC(=S)N1 (stereo not given)	1	1	2	-20	-7	20	-6	-2	-4
CC(=O)Nc1cccc(C(=O)N/N=C/c2ccc(F)cc2)c1	0	-2	-5	-7	-6	14	-1	-14	-18
O=C1c2oc3ccccc3c(=O)c2C(c2cccc(O)c2)N1CCCN1CCOCC1 (stereo not given)	2	2	-11	-12	2	-9	-21	-13	-26
CNc1nc(-c2ccccc2)nnc1C(F)(F)F	-2	2	-10	-5	0	-13	-8	-5	-14[20 µM]
CCOC(=O)Cc1c(C)c2ccc(N(CC)CC)cc2oc1=O	46	10	-23	-8	0	i	4	2	-51
Cc1noc(C(=O)Nc2c(C)n(C)n(-c3ccccc3)c2=O)c1Cl	-2	0	-3	-6	3	9	-9	-7	-29

Quoted at random: 2 compounds from above.
SMILES	Runt-SMMHC FRET	Runt-CBFb FRET	Tb hexokinase	RBBP9 inhibitor	p97 ATPase inh	m-calpain inh	EBV gp42 inh	NCF1 inh	Furin inhibitor
O=C(COC(=O)CCc1ccccc1)Nc1ncc(Cl)cc1Cl	-8	3	1	-5	-1	17	-20	-11	-18[20 µM]
CC(=O)c1ccc(NC(=O)CSc2ccsc2[N+](=O)[O-])cc1	-13	-5	-2	-8	3	-53	51*	-15	-32

High-throughput results as filed in PubChem.
